# Source: PubChem BioAssay
# AID inh = blocks human AID cytidine deaminase activity | Q9GZX7 | Potency, µM (doses to about 115 µM), for the others: at the top dose activity change, negative = inhibition, usual class: inhibitors | actives 0.32% (n = 91,000) | AID deamination FRET fluorescence, UDG-coupled, 4 h; also: nearly all actives have a fitted effect of over 25% in size
# Target sequence (Q9GZX7 whole entry, looked up): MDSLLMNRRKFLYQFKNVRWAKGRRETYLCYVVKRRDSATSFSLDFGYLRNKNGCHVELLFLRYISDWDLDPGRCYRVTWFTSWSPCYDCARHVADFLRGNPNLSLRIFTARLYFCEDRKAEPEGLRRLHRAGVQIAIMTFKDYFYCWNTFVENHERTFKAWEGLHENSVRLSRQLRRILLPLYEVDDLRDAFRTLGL
# UDG counterscr = blocks uracil-DNA glycosylase in AID counter-screen; FRET deamination/UDG coupled assay, UDG read, 4 h; Potency, µM (top dose mostly 115 µM), inactives show top-dose activity change, negative = inhibition, usual class: inhibitors; actives 0.14% (n = 91,000); also: nearly all actives have a fitted effect of over 65% in size
# * marks the source's active call; other numbers are inactive results; ? = inconclusive; [ ] = another dose, or the depositor's remark. Calls follow the shape of the dose curve; as a rule, active = well fitted curve in the direction sought with a large enough effect; inconclusive = small, poorly fitted or top-dose-only effect, or another doubt; inactive = no such curve, though single readings can be large; an effect the other way counts as inactive or inconclusive. % is scaled to controls: 0 for no effect and ±100 for the full control effect; potency is read from the fitted curve at half-maximal effect. Only part of the results is shown (hit frequency here may not be typical).
SMILES	AID inh	UDG counterscr
COc1ccc(/C=C/C(=O)OCCCC(c2ccc(F)cc2)c2ccc(F)cc2)cc1OC	-4.7%	7.1%
Clc1nnc(-c2ccccc2)n1C1CC1	-12.0%	-1.5%
CCOc1c(Cl)cc(CNc2ccc3[nH]c(=O)[nH]c3c2)cc1OC	13.4%	-0.9%
CCOC(=O)c1c(-c2ccc(C)cc2)csc1NC(=O)c1nc(SCC)ncc1Cl	-2.2%	-16.6%
COc1ccc(-n2c(-c3ccc(C)cc3)cc3c2CC(C)(C)CC3=O)cc1Cl	4.0%	-4.7%
Cc1cccc(-c2noc(-c3ccccc3OCC(=O)Nc3ccc([N+](=O)[O-])cc3)n2)c1	3.7%	-11.0%
CCS(=O)(=O)NC(C)C(=O)O (configuration not stated)	-4.0%	2.5%
CCSC1=N/C(=C\c2sccc2C)C(=O)S1	4.3%	4.6%
COC(=O)c1sc(=S)n(-c2cccc(OC)c2)c1N	13.7%	8.3%
Cc1cccc(N2CCN(CCNC(=O)C3COc4ccccc4C3)CC2)c1C (configuration not stated)	-23.6%	0.6%
COc1ccc(O)c(C2Nc3ccccc3-n3c(-c4ccccc4)c4c(=O)n(C)c(=O)n(C)c4c32)c1 (configuration not stated)	-1.9%	34.2%[activator]
CC1CCC(NC(=O)C2(C)Cc3ccccc3C(=O)N2Cc2ccc(F)cc2)CC1 (configuration not stated)	4.5%	-3.0%
N#Cc1ccccc1NC(=O)c1cnc(N2CCOCC2)c2ccccc12	47.8%[activator]	73.5%[activator]
COc1ccc(Cn2c(SCc3ccc(C(=O)NC(C)C)cc3)nc3cccnc32)cc1	15.4%	-9.1%
COc1ccc(-c2nnc(Nc3ccc(OC)c(C(N)=O)c3)c3ccccc23)cc1	?	-2.2%
CCOC(=O)COc1ccc(Br)cc1/C=C1\NC(=O)NC1=O	-0.2%	9.3%
Cc1csc2nc(COC(=O)c3cccc(NC(=O)COc4ccc(Cl)cc4)c3)cc(=O)n12	68.3%[activator]	0.4%
CC1(C)CC(C(CC(=O)O)Cc2ccccc2)CCO1 (configuration not stated)	-0.1%	4.6%
Cc1cccc(NC(=O)CCn2cnc3ccccc3c2=O)c1	-14.9%[57.5 µM]	-4.4%[57.5 µM]
O=C(Cn1ncn2nc(-c3cccs3)cc2c1=O)NCc1ccc(Cl)cc1	?	2.4%
C=CCN(CC=C)S(=O)(=O)c1cccc2nsnc12	-8.4%	-6.4%
CCOc1ccccc1Nc1nc(N)c(C(=O)c2ccc(CC)cc2)s1	-19.2%	-4.0%
Cc1ccc(S(=O)(=O)c2cnc(SCC(=O)Nc3ccccc3C(F)(F)F)[nH]c2=O)cc1C	-6.0%	3.9%
CCOc1ccccc1CNC(=O)c1cc(-c2ccc(C)c(C)c2)nc2ccccc12	-1.9%	-9.9%
C/C(=N/Nc1ccccc1C(F)(F)F)c1ccccc1Br	-9.2%	-3.6%
CC(C)C(=O)N(Cc1ccc2cc[nH]c2c1)C1CC1	6.9%	-2.5%
CCOC(=O)c1ccc(NC(=O)CCc2nc3cccnc3n2Cc2cccs2)cc1	117.2%[activator]	-6.2%
Cc1cc(C)c(NC(=O)C2CCN(c3nnc(C)c4c(C)n(-c5ccccc5)nc34)CC2)c(C)c1	-24.0%	-7.0%
CCC(C(=O)N1CCN(c2ccccc2)CC1)n1nc(C)n2c(cc3sccc32)c1=O (configuration not stated)	?	-2.4%
COCCNC(=O)c1ccc(CSc2nc3ccncc3n2Cc2ccccc2)cc1	3.3%	0.3%
Cc1oc(-c2ccccc2)nc1CC(=O)NCCc1cccc(F)c1	-11.6%	-1.7%
CC(C)(C)OC(=O)N1CCC(c2c(C(=O)Nc3ccc4c(c3)OCO4)cnn2-c2ccc(F)cc2F)CC1	47.2%[activator]	62.9%[activator]
CCOc1ccc(NC(=O)Cn2nc(Cc3ccncc3)c3ccccc3c2=O)cc1	-16.6%	-0.1%[57.5 µM]
COC(=O)C(CC(=O)c1ccc(Br)cc1)(Cc1ccc(Br)cc1)C(=O)OC	-0.5%	-8.4%
COC(=O)c1ccc(COc2ccccc2/C=C/C(=O)c2ccc(Cl)cc2Cl)cc1	-12.8%	2.2%
O=C(/C=C/c1ccccc1)NC(O)C(=O)c1ccccc1 (configuration not stated)	-2.6%	-8.6%
CCOC(=O)c1ccc(NC(=O)CSc2nc(-c3cccs3)cc(C(F)(F)F)c2C#N)cc1	1.3%	1.0%
CCN(Cc1ccco1)C(=O)c1cc2ccc(C(C)C)cc2[nH]1	-6.5%	-12.4%
O=C(Nc1c(N2CCCC2)c2ccccc2oc1=O)c1ccco1	-1.0%	6.4%
CCc1ccc2nc(N3CCC(C(=O)NCCC(C)C)CC3)sc2c1	-1.9%	-4.6%
O=C(COC(=O)C1(c2ccccc2F)CCCC1)Nc1ccc(C(F)(F)F)cc1[N+](=O)[O-]	0.8%	-0.3%
Cc1ccc(CNC(=O)C2CCCN(c3nc4c(C)cc(C)cc4s3)C2)cc1 (configuration not stated)	-3.6%	10.1%
COc1ccc(CCNC(=O)C(=O)NCC(c2ccco2)S(=O)(=O)c2ccc(F)cc2)cc1 (configuration not stated)	5.9%	5.7%
Cc1ccc(NC(=O)N2CCN(C(=O)c3nsc4ccccc34)CC2)cc1C	-6.8%	9.6%
CN1CC(=O)N(CCCC(=O)Nc2cnc3ccccc3c2)C1=O	20.8%	10.5%
Cc1ccc(CNC(=O)c2cc3c(=O)n(Cc4cccnc4)ccc3nc2C)cc1	-7.2%	6.4%
CC(=O)NC(NC(C)=O)C(O)C(O)C(O)C(O)CO (configuration not stated)	1.2%	10.5%
CCN(C(=O)c1cc2c(=O)oc3ccc(C)cc3c2s1)c1ccccc1F	1.4%	4.8%
Cc1cc(C(=O)COC(=O)c2cc3ccccc3oc2=O)c(C)n1CC1CCCO1 (configuration not stated)	-1.4%	-1.2%
COc1ccc(/C=C(/C#N)c2nc3ccccc3[nH]2)c2ccccc12	4.8%	-4.2%
COc1ccc(CNC(=O)CCCc2nnc3n(C(C)C)c(=O)c4sccc4n23)cc1	14.6%	0.9%
Cc1nc2cc(F)ccc2cc1C(=O)NCc1cccnc1-n1cncn1	3.3%	0.0%
COc1ccc(NC(=O)CCNS(=O)(=O)c2cccc3nsnc23)cc1Cl	?	-11.3%
O=C(NC1CC(=O)N(c2ccc(F)cc2)C1)c1cccs1 (configuration not stated)	-3.4%	1.6%
CC(C)C(=O)Nc1nnc(SCc2cc(=O)n3ccccc3n2)s1	25.8%	0.9%
C/C(=C/C(=O)C(F)(F)F)N1CCN(c2ccccc2F)CC1	-0.4%	7.0%
Cc1c(S(=O)(=O)c2cccc(Cl)c2)nnn1-c1cccc(C(F)(F)F)c1	-28.2%	-15.3%
CCC(=O)N1c2ccccc2CC1C(=O)NCCc1ccccc1C (configuration not stated)	-17.5%	-0.3%
CCOc1ccc(NC(=O)CC2C(=O)Nc3nc4ccccc4n32)cc1 (configuration not stated)	0.9%	2.8%
CC(CC(=O)Nc1ccccc1)(C(=O)O)c1ccccc1 (configuration not stated)	0.1%	-3.8%

# (next part)
# Sequence of screens – AID inh, UDG counterscr
CCCN(C(=O)Cn1cc(S(=O)(=O)N2CCN(c3ccccc3F)CC2)c2ccccc2c1=O)c1cccc(C)c1
  -6.2%, -9.8%
Cn1c(CCCOc2ccc(Cl)cc2Cl)n[nH]c1=S
  -0.9%, 1.2%
Fc1cccc(NC(=S)NC2CCCC2)c1
  3.7%, 1.2%
CN(Cc1ccc(C(C)(C)C)cc1)C(=O)CNC(N)=O
  -2.8%, 2.2%
CCCC(C)NC(=O)CSCc1coc(-c2ccc(Cl)cc2)n1 (configuration not stated)
  -5.8%, 2.3%
CCc1ccc(C2CC(=O)N(c3cccc(C(F)(F)F)c3)C3=C2C(=O)OC3)cc1 (configuration not stated)
  14.0%, -0.7%
O=[N+]([O-])c1cccc2ccc(/C=C/c3ccccc3)nc12
  -14.6%, -10.5%
CC1(C)CCc2c(ccc3ccc(=O)oc23)O1
  -1.2%, -5.9%
CCOC(=O)N1CCN(Cc2nc3cc(NC(=O)c4ccc([N+](=O)[O-])cc4)ccc3n2C(C)C)CC1
  -27.9%, -11.8%
O=C(Nc1cc(-c2nc3cc(Cl)ccc3o2)ccc1Cl)c1cccc2ccccc12
  5.3%, -9.4%
OCCN(CCO)CC(O)COc1ccc2ccccc2c1 (configuration not stated)
  0.7%, 0.2%
Cc1cccc(C(=O)NC(Nc2cccc(C(F)(F)F)c2)C(Cl)(Cl)Cl)c1 (configuration not stated)
  -10.8%, -8.9%
CCc1ccc(NC(=O)Cn2c(=O)c(CNc3ccccc3)cc3cc(OC)c(OC)cc32)cc1
  2.6%, 21.9%
CC(NC(=O)c1ccc2c(c1)NC(=O)CS2)c1ccc2c(c1)OCO2 (configuration not stated)
  -4.2%, 3.7%
CC(C)=CC(=O)Nc1sccc1C#N
  3.1%, -14.3%
Nc1nccnc1C(=O)Nc1ccc(SCc2cccnc2)cc1
  -20.7%, -7.9%
Cc1ccc(/C=C(/C#N)c2nc3ccccc3[nH]2)c(C)c1
  50.6%[activator], -0.3%
CCNC(=O)Cn1nc(C)n2c(cc3c(OC)cccc32)c1=O
  24.3%, -0.3%
CCc1ccccc1NC(=O)CSC1=Nc2ccccc2C2=NC(Cc3ccccc3)C(=O)N12 (configuration not stated)
  -12.6%, -6.1%
CCOCCCn1c(SCC(=O)NCCCOC)nc2c(sc3ccccc32)c1=O
  -4.9%, -16.9%

# Fetched by structure from above:
# Sequence of screens – AID inh, UDG counterscr
CCc1ccc(NC(=O)Cn2c(=O)c(CNc3ccccc3)cc3cc(OC)c(OC)cc32)cc1
  2.6%, 21.9%
CCOCCCn1c(SCC(=O)NCCCOC)nc2c(sc3ccccc32)c1=O
  -4.9%, -16.9%
O=C(Nc1cc(-c2nc3cc(Cl)ccc3o2)ccc1Cl)c1cccc2ccccc12
  5.3%, -9.4%
Cc1cccc(C(=O)NC(Nc2cccc(C(F)(F)F)c2)C(Cl)(Cl)Cl)c1 (configuration not stated)
  -10.8%, -8.9%
CCc1ccc(C2CC(=O)N(c3cccc(C(F)(F)F)c3)C3=C2C(=O)OC3)cc1 (configuration not stated)
  14.0%, -0.7%
Fc1cccc(NC(=S)NC2CCCC2)c1
  3.7%, 1.2%
CCOC(=O)N1CCN(Cc2nc3cc(NC(=O)c4ccc([N+](=O)[O-])cc4)ccc3n2C(C)C)CC1
  -27.9%, -11.8%

# Record cards, from the list above. Order of screens: AID inh | UDG counterscr
# `CCCN(C(=O)Cn1cc(S(=O)(=O)N2CCN(c3ccccc3F)CC2)c2ccccc2c1=O)c1cccc(C)c1` across the screens: -6.2% | -9.8%
# `Cc1cccc(C(=O)NC(Nc2cccc(C(F)(F)F)c2)C(Cl)(Cl)Cl)c1` (configuration not stated) across the screens: -10.8% | -8.9%

# (more compounds)
# Sequence of screens – AID inh, UDG counterscr
COc1cc(Cl)c(C)cc1NC(=O)CSc1cc(-c2ccccc2)nc(C)n1
  -11.3%, -8.3%
c1cncc(CNCCCn2ccnc2)c1
  -0.7%, -5.6%
Cc1ccc2oc(=O)c(S(=O)(=O)c3ccc(C(C)(C)C)cc3)cc2c1
  7.3%, -11.8%
COc1ccc(S(=O)(=O)N2CCC(C(=O)Nc3cc(C(F)(F)F)ccc3Cl)CC2)cc1
  -25.1%, -16.4%
CCC1(C)NC(=O)N(NC(=O)CCc2c[nH]c3ccccc23)C1=O (configuration not stated)
  0.2%, -1.2%
COCCCn1c(=N)c(S(=O)(=O)c2ccccc2)cc2c(=O)n3cccc(C)c3nc21
  2.6%, 4.7%
O=C(Cn1c(=O)c2cccn2c2ccc(F)cc21)N1CCN(c2ccccc2)CC1
  3.3%, 2.9%[57.5 µM]
O=C(Nc1noc2ccccc12)c1cccc(F)c1
  3.2%, -10.0%
Cc1nn(CC(=O)NCCc2ccccc2)c(=O)c2nn(-c3ccccc3)c(C)c12
  -13.6%, 6.1%
NCCC12CC3CC(C1)CC(C(=O)O)(C3)C2
  -7.8%, 0.8%
O=C(CSc1nc2ccccc2nc1N1CCCC1)Nc1ccc(F)cc1
  -6.3%, -3.9%
CCOC(=O)c1ccc(NC2=CC(c3ccc(F)cc3)N(c3ccc(C(=O)OCC)cc3)C2=O)cc1 (configuration not stated)
  19.8%, 5.5%
Cc1ccc(-c2nc(S(=O)(=O)c3ccccc3)c(SCC(=O)NC3CCCCC3)o2)cc1
  9.9%, -8.0%
CCOc1ccc(CNC(=O)c2cnc3sc(N(CC)CC)nn3c2=O)cc1OC
  -9.2%, -6.6%
CCc1ccc(-n2c(SC(CC)C(=O)N(CC)CC)nc3n[nH]c(C)c3c2=N)cc1 (configuration not stated)
  -9.7%, 0.5%
NC1=NC(c2cccc(Oc3ccccc3)c2)n2c(nc3ccccc32)N1 (configuration not stated)
  -6.7%, -9.1%
O=C(CCn1cnc2onc(-c3ccc(F)cc3)c2c1=O)Nc1ccc(F)c(Cl)c1
  -1.8%, -12.2%
Cc1ccc2nc(/C(C#N)=C/c3cccc(Br)c3)[nH]c2c1
  -19.2%, 6.1%
Cc1ccccc1C(=O)Nc1ccc2oc(-c3ccc(Cl)c(Cl)c3)nc2c1
  3.9%, -21.4%
N#Cc1ccc(OCCOC(=O)C2CC3CCCC(C2)C3=O)cc1 (configuration not stated)
  -3.5%, -0.7%
N#Cc1ccc(C(=O)OCCOc2cccc(Cl)c2)cc1
  -0.3%, -4.9%
CCn1ccc2cc(S(=O)(=O)N3CCC(C(=O)NCc4ccc(OC(C)C)cc4)CC3)ccc21
  -1.5%, -1.2%
CC(C)(C)OC(=O)N1CCC(c2c(C(=O)N3CCN(c4ncccn4)CC3)cnn2-c2ccc(F)cc2F)CC1
  -4.6%, 17.7%
CC(C)Oc1ccc(C(=O)N(Cc2ccc(N(C)C)cc2)C2CCS(=O)(=O)C2)cc1 (configuration not stated)
  -13.4%, -8.0%
Cc1ccc(Nc2nc(CN3CCN(S(=O)(=O)c4ccc(C)cc4)CC3)cs2)cc1
  -12.9%, -3.8%
